MITF inh = MITF inhibitors, primary screen, biochemical, AlphaScreen, human. inhibition, % at 2.6 µM. 0.91% of 650,000 active. AID 1259374, 2018. AlphaScreen MITF homodimerization, bead proximity signal. Microphthalmia-associated transcription factor (Homo sapiens), O75030; in the data active means inhibition above about 50%;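 further: 0% = vehicle wells with protein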
Target sequence (O75030 whole entry, looked up): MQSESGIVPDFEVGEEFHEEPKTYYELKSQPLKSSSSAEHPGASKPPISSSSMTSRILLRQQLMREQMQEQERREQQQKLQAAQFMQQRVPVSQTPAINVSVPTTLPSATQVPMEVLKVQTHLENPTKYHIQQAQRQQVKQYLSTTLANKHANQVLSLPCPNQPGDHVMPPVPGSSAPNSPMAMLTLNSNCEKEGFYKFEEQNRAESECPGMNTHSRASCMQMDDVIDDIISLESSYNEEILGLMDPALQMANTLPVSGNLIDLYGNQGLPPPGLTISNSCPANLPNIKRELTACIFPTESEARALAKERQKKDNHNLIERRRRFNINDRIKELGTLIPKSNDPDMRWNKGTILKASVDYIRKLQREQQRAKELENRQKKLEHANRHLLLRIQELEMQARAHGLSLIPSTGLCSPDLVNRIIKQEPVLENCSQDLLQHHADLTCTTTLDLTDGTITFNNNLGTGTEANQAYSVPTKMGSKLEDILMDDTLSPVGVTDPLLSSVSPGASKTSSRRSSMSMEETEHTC
FBW7 activator = FBW7 E3 ligase activators, primary screen, biochemical, AlphaScreen, human; normalized activity (activation), % at 26.1 µM; AlphaScreen FBW7–phospho-cyclin E peptide binding, activator screen; 0.13% of 650,000 active; F-box/WD repeat-containing protein 7 (Homo sapiens), Q969H0; in the data active means normalized activity above about 1.9%;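 further: purified mutant Fbw7 with reduced substrate affinity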
GPR151 activ = activators of human GPR151, primary screen, cell-based, PathHunter beta-arrestin, luminescence. activation, % at 11.2 µM. G-protein coupled receptor 151 (Homo sapiens), Q8TDV0. AID 1508602, 2020. 1% of 650,000 active. PathHunter beta-arrestin GPR151 cells; in the data active means activation above about 4.9%;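 further: 0% = median of compound wells and 100% = cells with positive control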
Target sequence (Q8TDV0 whole entry, looked up): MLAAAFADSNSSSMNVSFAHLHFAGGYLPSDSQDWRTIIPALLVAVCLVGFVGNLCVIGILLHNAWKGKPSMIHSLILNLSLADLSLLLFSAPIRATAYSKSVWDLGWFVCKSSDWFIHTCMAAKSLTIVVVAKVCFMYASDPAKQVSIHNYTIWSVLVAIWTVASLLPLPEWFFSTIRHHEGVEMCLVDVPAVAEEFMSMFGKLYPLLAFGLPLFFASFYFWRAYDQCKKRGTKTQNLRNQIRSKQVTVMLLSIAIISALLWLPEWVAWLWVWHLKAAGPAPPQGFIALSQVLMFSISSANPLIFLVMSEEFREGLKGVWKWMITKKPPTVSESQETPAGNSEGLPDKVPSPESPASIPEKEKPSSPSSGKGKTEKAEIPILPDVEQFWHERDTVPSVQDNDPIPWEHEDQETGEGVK
TEAD-YAP block = TEAD-YAP interaction inhibition, primary screen, TEAD-YAP interaction inhibitor project, luminescence, HEK-TIYL cells. TEAD-Gal4/YAP UAS-luciferase luminescence. inhibition, % at 9.12 µM. 1.4% of 640,000 active. AID 1259422, 2018; in the data active means inhibition above about 32%;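 further: 0% = median of test compound wells and 100% = reference inhibitor wells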
* hit, by the source's call; / = no result given.

molecule	FBW7 activator	GPR151 activ	TEAD-YAP block	MITF inh
Cc1ccc(N2C(=O)c3ccc4c5c(ccc(c35)C2=O)C(=O)N(c2ccc(C)cc2C)C4=O)c(C)c1	-0.2	0.6	3	3
Cc1ccccc1N1C(=O)c2ccc(C(=O)OC3CCCCC3)cc2C1=O	-0.1	3.6	6	2
COc1cccc(CNC(=O)Nc2ccc(-c3cn[nH]c3)cc2)c1	1.1	-0.9	-10	20
COCCCNC(=O)/C(=C/c1ccccc1F)NC(=O)c1ccccc1	-0.1	0.4	0	0
CC(=O)NNc1nc(-c2ccc(Cl)cc2)cs1	-0.1	-0.2	-18	-1
O=S(=O)(c1ccc(Cl)cc1)n1cnc2ccccc21	0.2	-0.3	-5	9
CCOC(=O)C1=C(c2ccccc2)N(C)C(=O)NC1c1ccccc1F (stereo not drawn)	0.2	0.6	0	-5
Cc1ccc(OCC(=O)Nc2cccnc2)c(C)c1	-0.1	-1.7	-53	2
Cc1cc(C)c(C(=O)CSc2ncn[nH]2)c(C)c1	-0.1	-0.3	-8	2
Cc1ccccc1NC(=O)c1ccc(F)c(S(=O)(=O)N2CCCC(C(N)=O)C2)c1 (stereo not drawn)	0.1	0.6	1	2
O=C(O)COCC(=O)N1CCCC1c1nc(-c2ccc(Cl)cc2)c2ccccn12 (stereo not drawn)	-0.4	0.0	5	-4
Cc1ccc(N2NC3(CCCCCC3)NC2=S)cc1	0.1	0.2	-3	7
C=CC1CCC(O)C(N(C)C(=O)Nc2cccc(Cl)c2)C1 (stereo not drawn)	0.2	0.0	1	9
N=c1c2c(-c3ccccc3)c(-c3ccccc3)n(Cc3ccco3)c2ncn1CCO	-0.2	-1.6	68*	15
O=C(O)CCC(=O)N1CCC2(CC1)OCc1cc(-c3ccc(F)cc3)ccc1O2	-0.5	-1.3	-43	-16
COc1ccc(-c2cc(C(=O)NCCOc3ccccc3)ccn2)cc1	0.2	-0.3	-12	-3
CC1CCc2c(sc3nc(=S)[nH]c(N)c23)C1 (stereo not drawn)	0.1	1.9	-9	4
O=C(CCNC(=O)c1ccc2c(c1)OCO2)NCc1ccccc1Cl	0.2	-2.1	12	12
OC(CN1CCCN(c2nccc(C(F)(F)F)n2)CC1)C(F)(F)F (stereo not drawn)	-0.3	-1.4	4	3
Cc1ncc([N+](=O)[O-])n1CC(=O)Nc1cccc(C(F)(F)F)c1	0.3	-0.4	-11	14
CCOc1ccc(S(=O)(=O)N2CCN(Cc3ccc4c(c3)OCO4)CC2)c2cccnc12	0.3	2.0	3	13
COc1ccc(CN2c3cc(S(=O)(=O)N4CCOCC4)ccc3N3CCCC32)cc1 (stereo not drawn)	-0.1	1.2	-5	10
COc1ccc(Nc2nnc(-c3ccc(Cl)cc3)c3ccccc23)cc1C(N)=O	0.1	-1.5	3	10
Cc1ccc(S(=O)(=O)NCC(=O)OCc2cccc(C(F)(F)F)c2)cc1	0.1	0.2	2	0
O=C(CN(C(=O)c1csnn1)c1cccc(Cl)c1)NCCc1ccccc1	0.2	-0.4	6	10
CCCN(Cc1ccc(C(=O)NCc2cnc3ccccc3c2)c(=O)[nH]1)CC1CC1	-0.1	3.1	2	11
CCN(CC)CCCN1C(=O)C(O)=C(C(=O)c2sc(C)nc2C)C1c1ccc(F)cc1 (stereo not drawn)	0.8	-1.5	-5	11
O=c1[nH]c2ccccc2c2nc(-c3cccc(S(=O)(=O)N4CCOCC4)c3)nn12	0.1	0.3	4	-1
NS(=O)(=O)c1ccc(CCNC(=O)CSc2nc3ccccc3c3nc(CCN4CCCCC4)nn23)cc1	0.1	-2.7	-2	-4
Oc1ccccc1N=Nc1ccccc1O	-0.4	0.0	73*	72*

11 structures already listed, sorted by SMILES length, rising:
molecule	FBW7 activator	GPR151 activ	TEAD-YAP block	MITF inh
CC(=O)NNc1nc(-c2ccc(Cl)cc2)cs1	-0.1	-0.2	-18	-1
O=C(CCNC(=O)c1ccc2c(c1)OCO2)NCc1ccccc1Cl	0.2	-2.1	12	12
OC(CN1CCCN(c2nccc(C(F)(F)F)n2)CC1)C(F)(F)F (stereo not drawn)	-0.3	-1.4	4	3
CCOC(=O)C1=C(c2ccccc2)N(C)C(=O)NC1c1ccccc1F (stereo not drawn)	0.2	0.6	0	-5
Cc1ccccc1N1C(=O)c2ccc(C(=O)OC3CCCCC3)cc2C1=O	-0.1	3.6	6	2
Cc1ncc([N+](=O)[O-])n1CC(=O)Nc1cccc(C(F)(F)F)c1	0.3	-0.4	-11	14
COc1ccc(Nc2nnc(-c3ccc(Cl)cc3)c3ccccc23)cc1C(N)=O	0.1	-1.5	3	10
COc1ccc(CN2c3cc(S(=O)(=O)N4CCOCC4)ccc3N3CCCC32)cc1 (stereo not drawn)	-0.1	1.2	-5	10
CCCN(Cc1ccc(C(=O)NCc2cnc3ccccc3c2)c(=O)[nH]1)CC1CC1	-0.1	3.1	2	11
CCOc1ccc(S(=O)(=O)N2CCN(Cc3ccc4c(c3)OCO4)CC2)c2cccnc12	0.3	2.0	3	13
NS(=O)(=O)c1ccc(CCNC(=O)CSc2nc3ccccc3c3nc(CCN4CCCCC4)nn23)cc1	0.1	-2.7	-2	-4

Next section
molecule	FBW7 activator	GPR151 activ	TEAD-YAP block	MITF inh
Cc1ccc(NC(=O)c2sc3ncn(CC(=O)N4CC(C)CC(C)C4)c(=O)c3c2C)c(Br)c1 (stereo not drawn)	0.6	-0.9	8	1
OC1CCN(C(c2ccc(Cl)cc2)c2nnnn2Cc2ccccc2)CC1 (stereo not drawn)	0.1	-0.9	-6	16
O=C(O)c1ccc(COCC(F)(F)C(F)F)cc1	0.8	-0.1	-1	7
Cc1cccc(-c2cc(C(=O)N3CCN(c4ccc([N+](=O)[O-])cc4)CC3)c3ccccc3n2)c1	-0.1	-0.4	3	13
COC(=O)CSc1nc(N(C)C)nc(N2CCOCC2)n1	-0.1	-0.5	14	6
CCSCCOC(=O)C1=C(C)N(C)C(=O)NC1c1ccccc1[N+](=O)[O-] (stereo not drawn)	0.2	1.8	-1	8
Cc1ccc(S(=O)(=O)Nc2ccccn2)cc1[N+](=O)[O-]	0.7	1.7	5	-4
O=C(N/N=C/c1ccccc1O)c1ccc(NC(=O)c2ccccc2)cc1	-0.1	0.4	-21	12
CCCCOC(=O)c1ccc(-c2ccc(C=O)o2)cc1	0.2	1.1	-69	14
Cc1sc2nc(SC3C=CCCC3)[nH]c(=O)c2c1C (stereo not drawn)	-0.1	-0.5	-8	3
Clc1ccc(C(c2nnnn2C2CCCC2)N2CCN(Cc3ccncc3)CC2)cc1 (stereo not drawn)	0.1	0.3	6	1
Cc1cccc(NC(=O)c2cc(F)c(F)cc2Cl)n1	0.0	-0.7	-10	4
COc1cc(C(=O)Nc2cc(C(F)(F)F)c[nH]c2=O)cc(OC)c1OC	0.1	-0.7	1	-3
COc1cccc(/C=N/N2C(=O)NC3(CCCCC3)C2=O)c1O	0.5	-0.5	-1	9
Cc1ccc(-c2[nH]nc3c2C(c2c(C)cc(C)cc2C)C(C#N)=C(N)O3)cc1 (stereo not drawn)	-0.1	0.7	7	-6
COC(=O)c1ccc(NC(=O)COc2ccc(C)cc2Br)cc1	-0.1	1.5	4	-2
Cc1ccccc1-n1nnnc1Cc1nnnn1-c1ccccc1C	0.3	0.1	2	3
O=C1CCCN1CCCNc1nc(Nc2ccc3ncccc3c2)nc2c1ncn2-c1ccsc1	0.0	0.0	52*	11
CC(C)N1CCN(Cc2cc(Cl)ccc2O)CC1CCO (stereo not drawn)	-0.1	0.4	8	0
Cc1ccc2c(c1)-c1c(cnn1CC(=O)NCCCN1CCN(C)CC1)CO2	-0.3	1.2	-5	-7
COc1c(O)ccc(/C=C2\Sc3ccccc3C2=O)c1[N+](=O)[O-]	-0.5	-0.2	-39	10
COCCNC(=O)Cn1c(=O)n(C)c2ncccc21	0.2	0.0	6	13
CCc1ccc(C2NC(=O)NC(C)=C2C(=O)OCc2ccccc2)cc1 (stereo not drawn)	-0.3	-0.3	7	1
c1cc(Nc2nc(NC3CC3)c3ncn(C4CCCCC4)c3n2)ncn1	-0.1	1.3	-27	0
O=C(Cc1ncn[nH]1)NCCc1ccccc1	0.3	-0.9	6	13
Cc1c(Cl)cccc1NC(=S)N(CCCN1CCCC1)Cc1ccco1	0.1	1.2	-5	0
O=C(Nc1ccc(Br)cc1F)C1CC2CCCN2C12C(=O)Nc1ccccc12 (stereo not drawn)	0.0	0.0	1	7
COc1ccc(N2CCN(c3cc(Nc4cccc(OC)c4)c4c5c(onc35)-c3ccccc3C4=O)CC2)cc1	-0.1	1.3	21	1
CCOC(=O)C1C2C=CC3(CN(c4ccccc4Br)C(=O)C13)O2 (stereo not drawn)	0.0	0.2	3	11
O=C(Nc1cccc(Cl)c1)C1CCCN1S(=O)(=O)c1cccc2nsnc12 (stereo not drawn)	-0.5	-0.6	-10	-5
COc1ccc(CCNc2nc(N3CCOCC3)nc3c2ncn3-c2ccccc2)cc1	-0.2	1.7	9	1
Cc1cccc(Oc2c(C(F)(F)F)oc3c(CN4CC(C)OC(C)C4)c(O)ccc3c2=O)c1 (stereo not drawn)	0.2	0.6	8	8
CCCCCOc1ccc(C(=O)Nc2nc3c(s2)CN(C)CC3)cc1	-0.1	1.5	17	-1
COc1ccc(CCNC(=O)C(=O)NC2CCCCCC2)cc1OC	1.0	1.1	7	10
Cc1cccc(NC(=O)C(C)N(c2ccccc2)S(C)(=O)=O)c1 (stereo not drawn)	-0.2	-0.2	2	2
O=C(/C=C/c1ccccc1)Nc1ccc2nc(SCC(=O)Nc3ccc(Br)cc3)sc2c1	0.0	0.8	-1	-3
CCCSC1=C(C#N)C(c2ccccc2C)C(C(=O)OC)C(=O)N1 (stereo not drawn)	0.1	-0.6	9	5
CCOC(=O)c1c(NC(=O)C2C3C=CC(C3)C2C(=O)O)sc2c1CCCCC2 (stereo not drawn)	-0.1	5.5*	16	5
CCc1cc(C)cc(OCC(=O)NC2CC2)c1	-0.3	-1.1	-6	0
Fc1ccc(-c2cnc(N3CCCCC3)nc2)cc1	0.8	-4.7	-23	6
COc1ccc(-n2nc3c(c2NC(=O)Cc2cccs2)CSC3)cc1	-0.1	-0.7	-2	9
C=CCNC(=O)c1sc2cc(Cl)ccc2c1Cl	0.6	0.0	-37	3
O=[N+]([O-])c1ccc(-c2nc(-c3ccc(F)cc3)c(-c3ccncc3)[nH]2)cc1	/	-1.6	/	-3
Cc1nc2cc(-c3ccc(Cl)cc3)nn2c(C)c1CCC(=O)NCCN1CCOCC1	0.0	0.0	-13	2
CC(C)C[C@H]1NC(=O)[C@@H]2C[C@H](NCc3cccc(OCCN(C)C)c3)CN2C1=O	-0.1	-0.4	-2	-4
CN1CCC2(CC1)NC(=O)N(CC(=O)N1CCCc3ccccc31)C2=O	0.1	0.2	2	23
O=C(O)c1cccc2[nH]c(C(F)(F)F)nc12	0.2	0.7	12	16
CCOC(=O)Cn1cnc2c(cnn2-c2ccc(C)c(C)c2)c1=O	0.2	0.5	-34	12
COc1cccc(C(=O)COC(=O)CCC(=O)Nc2ccc([N+](=O)[O-])cc2)c1	-0.1	1.4	0	0
CCCC(=O)Nc1nnc(Cc2ccc(OC)cc2)s1	0.1	0.6	-2	3
CC1CCCC(NC(=O)c2ccc3c(c2)NC(=O)c2ccccc2S3)C1C (stereo not drawn)	-0.1	1.3	-4	-3
CN(CCCn1c(=S)[nH]c2ccc(N3CCOCC3)cc2c1=O)Cc1ccccc1	-0.2	-0.4	-8	1
COc1cc(=O)[nH]c(SCC(=O)Nc2ccc(Cl)cc2)n1	-0.1	-0.7	4	2
CCOC(=O)c1c(C)n(S(=O)(=O)c2ccc(C)cc2)c2ccc(NS(=O)(=O)c3ccc(C)cc3)cc12	0.1	-1.5	8	17
O=C(CCc1cnccn1)NCCN1Cc2ccccc2OC(c2ccccc2)C1 (stereo not drawn)	1.0	-0.6	-6	-14
NC(=O)NC(=O)COC(=O)C1COc2ccccc2O1 (stereo not drawn)	0.2	-0.5	3	12
COc1cc(C2C(C#N)=C(N)SC(N)=C2C#N)ccc1O	0.3	-1.5	2	0
O=C(NCc1cccnc1)c1ccc(Sc2ccccc2Cl)c([N+](=O)[O-])c1	-0.1	1.6	15	8
Cc1cccc(/C=N/NC(=O)c2ccoc2C)c1	-0.1	-8.0	-4	8
COc1ccccc1C(=O)N1CCCC(c2nc(-c3ccc(C)cc3)no2)C1 (stereo not drawn)	0.1	-0.7	-7	0
COc1ccc(C2=NN(C(=O)CSc3nnc(CNC(=O)c4ccccc4F)n3C)C(c3cccc(OC)c3OC)C2)cc1 (stereo not drawn)	-0.1	1.1	1	-7

Screening results as filed in PubChem BioAssay.
